# TNAP inh hi DEA: inhibitors of human TNAP at high phosphate acceptor concentration; P05186; purified TNAP, CDP-star luminescence, 1 M DEA; inhibition, % at 20 µM; 200,000 tested, 0.03% active; AID 1135;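 active = over 50% inhibition of tissue-nonspecific alkaline phosphatase at 20 µM in the single-dose screen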;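 note: plate controls were DMSO wells for no effect and EDTA-quenched wells as full inhibition for full effect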
# Target sequence (P05186 whole entry, looked up): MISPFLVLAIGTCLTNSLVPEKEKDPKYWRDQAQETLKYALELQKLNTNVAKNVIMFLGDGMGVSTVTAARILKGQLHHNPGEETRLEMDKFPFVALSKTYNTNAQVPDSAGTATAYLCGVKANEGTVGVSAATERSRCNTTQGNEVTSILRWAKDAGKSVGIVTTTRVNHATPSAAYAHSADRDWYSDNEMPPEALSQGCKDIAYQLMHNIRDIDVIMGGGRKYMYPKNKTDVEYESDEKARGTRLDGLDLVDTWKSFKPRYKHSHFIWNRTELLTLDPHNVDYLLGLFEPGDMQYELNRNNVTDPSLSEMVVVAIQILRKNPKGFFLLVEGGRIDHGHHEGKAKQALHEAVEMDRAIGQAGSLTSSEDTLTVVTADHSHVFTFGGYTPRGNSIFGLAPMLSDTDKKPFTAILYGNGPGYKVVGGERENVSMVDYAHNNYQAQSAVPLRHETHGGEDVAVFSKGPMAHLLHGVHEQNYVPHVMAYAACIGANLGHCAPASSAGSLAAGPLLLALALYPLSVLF
# TNAP inh noacc: inhibitors of human TNAP without phosphate acceptor; P05186; purified TNAP, CDP-star luminescence, 30 min; inhibition, % at 20 µM; 200,000 tested, 0.26% active; AID 1012;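 active = tissue-nonspecific alkaline phosphatase inhibition above about 50% at 20 µM in the single-dose screen, limit read from the data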;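 note: 0% = DMSO negative control and 100% = EDTA positive control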
# FLuc inhib CS: inhibits firefly luciferase, flagging false hits in luciferase inhibition screens. P08659. ATPLite firefly luciferase biochemical luminescence, 10 min. inhibition, % at 10 µM. 200,000 tested, 1.5% active;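 active = inhibition above about 50% when tested at 10 µM, limit read from the data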
# NF-kB neuron act: compounds increasing NF-kB expression in human neuronal cells; NF-kB reporter expression; active compounds read high; fold change at 12.5 µM; 190,000 tested, 1.6% active; AID 1239; in the data active = fold change above about 3.3
# FLuc act counter: firefly luciferase counter-screen for stimulation assays. ATPlite luciferase biochemical, luminescence, 10 min; 0 = ATP-free wells, 1 = DMSO control. activation factor at 10 µM. 200,000 tested, under 10 active. AID 1027;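 active = luciferase activation factor, scaled between plate controls, of at least 2 with compound at 10 µM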
#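 Assay system: Luciferase/luciferin detection reagent, cell-free biochemical luciferase assay / Also added: ATP substrate / Schedule: 10 min at ambient temperature / Measured by: luminescence measurement of luciferase light output / Benchmarks: low control with PBS replacing ATP, high control enzyme plus ATP without compound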
# APP 5'UTR act: activates APP 5'UTR luciferase reporter. SH-SY5Y APP 5'UTR luciferase reporter, luminescence; zero percent = DMSO vehicle wells. activation, % at 2 µM. 190,000 tested, 1% active. AID 1276;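 active = activation above a set limit, based on mean plus 3 SD of controls, cut at about 140% in these data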; note: values of inactives mirror those of a sister screen read the other way
# bIAP activator: increases bovine intestinal alkaline phosphatase activity; purified bovine IAP, CDP-star luminescence, 30 min; active compounds read high; fold of DMSO-control signal, blank-subtracted; activation factor at 20 µM; 200,000 tested, 0.17% active; AID 1016;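 active = activation factor of 2 or more at 20 µM, a signal rise over negative controls twice the positive control's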
# TNAP act hi DEA: TNAP (human) activation, high acceptor | 200,000 tested, under 10 active | AID 1136 | activation factor at 20 µM | purified TNAP, CDP-star luminescence, 1 M DEA, 30 min; active compounds read high; 0 = EDTA background, 1 = DMSO-only activity;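 active = activation factor at least 2 at 20 µM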
#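 system = human TNAP | amount = enzyme diluted 1/800 final | reagent = 100 µM CDP-star substrate | signal = luminescent substrate turnover signal | dosing = one dose, 20 µM | benchmarks = EDTA negative control, DMSO positive control | measure = activation factor | timing = 30 min reaction, room temperature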
# PMI act satM6P: increases human PMI activity with near-saturating mannose 6-phosphate; P34949; coupled PMI enzyme assay, resazurin fluorescence, 20 min; active compounds read high; 1 = untreated enzyme, 0 = substrate-free blank; activation factor at 20 µM; 190,000 tested, 0.34% active;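 active = activation factor of 2 or more at 20 µM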
# Target sequence (P34949 whole entry, looked up): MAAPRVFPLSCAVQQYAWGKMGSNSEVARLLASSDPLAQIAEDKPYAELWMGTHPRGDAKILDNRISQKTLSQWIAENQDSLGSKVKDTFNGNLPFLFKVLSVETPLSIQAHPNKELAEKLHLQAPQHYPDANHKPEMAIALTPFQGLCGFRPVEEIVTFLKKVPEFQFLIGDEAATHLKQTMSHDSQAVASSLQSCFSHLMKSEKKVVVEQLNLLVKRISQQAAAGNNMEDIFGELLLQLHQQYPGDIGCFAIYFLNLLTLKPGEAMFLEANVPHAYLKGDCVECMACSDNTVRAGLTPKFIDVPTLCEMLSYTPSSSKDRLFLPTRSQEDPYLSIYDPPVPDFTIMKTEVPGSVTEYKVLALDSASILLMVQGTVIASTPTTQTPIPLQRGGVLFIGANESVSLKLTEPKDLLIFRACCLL
#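 Test system: Human PMI in coupled enzyme assay | Input: 15 ng/mL PMI | Medium: HEPES-buffered pH 7.4 with magnesium and detergent | Compound: One concentration, 20 µM, in 1% DMSO | Incubation: Enzyme reaction with compound 20 min at room temperature | Detection: Diaphorase-driven resazurin-to-resorufin fluorescence, excitation 544, emission 590 nm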
# PMI activator: activators of human phosphomannose isomerase. purified human PMI, coupled resazurin fluorescence, 20 min; active compounds read high; 1 = vehicle control, 0 substrate-free wells. activation factor at 20 µM. 190,000 tested, 0.005% active. AID 1214;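 active = activation factor of 2 or more at 20 µM, relative to plate controls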
# * marks the source's active call; other numbers are inactive results; / = no result given.
SMILES,TNAP inh hi DEA,TNAP inh noacc,FLuc inhib CS,NF-kB neuron act,FLuc act counter,APP 5'UTR act,bIAP activator,TNAP act hi DEA,PMI act satM6P,PMI activator
COc1ccc(C2CC(=O)C3=C(C2)NC(C)=C(C(=O)Nc2ccccc2C)C3c2coc3ccc(C)cc3c2=O)cc1OC (stereo not given),-1,-1,-1,0.59,1,22,1,1,1.1,1
C=CCOc1c(CNc2ccc3[nH]c(=O)[nH]c3c2)cccc1OC,-2,-3,-2,1.1,1,-18,1,1,/,/
COc1ccc(-n2nnnc2SCC(N)=O)cc1,-7,-17,-6,1.3,1.1,19,0.9,1.1,1,1
COC(=O)c1cc(NC(=O)C2(S(=O)(=O)c3ccc(C)cc3)CC2)cc(C(=O)OC)c1,2,-2,-5,1,1.1,-5,0.9,1,1.1,1
O=C1c2ccccc2C(=O)N1CSc1nnnn1-c1ccccc1,-3,-12,-3,1.5,1,4,0.9,1,0.9,1
COc1ccc(C(=O)NNC(=O)C(=O)NC(C)c2ccccc2)cc1OC (stereo not given),1,2,-6,1.1,1.1,-4,1.6,1,1.1,1.1
COc1ccc(Sc2ccc(/C=C3\C(=O)NN(c4ccccc4)C3=O)o2)cc1,17,17,-8,1.2,1.1,-7,1.1,0.8,0.8,0.9
CC(C)C(c1nnnn1Cc1ccccc1)N1CCN(Cc2ccc3c(c2)OCO3)CC1 (stereo not given),-4,-8,-7,0.78,1.1,-3,1.1,1,1.1,1
CN(C(=O)COC(=O)/C=C/c1ccc2ccccc2n1)C1CCS(=O)(=O)C1 (stereo not given),-2,-11,-4,1.1,1,12,1,1,1.1,1.1
COc1c(C)cc(C(=O)C2CCCN(S(=O)(=O)c3c(C)noc3C)C2)cc1C (stereo not given),-2,6,1,0.81,1,13,1,1,1,1.1
Fc1nc(F)c(F)c(NCCCNc2c(F)c(F)nc(F)c2F)c1F,-4,-14,-3,1,1,14,0.9,1,1,1
Cc1c(Cl)cccc1NC(=S)NC1CCN(Cc2ccccc2)CC1,2,18,-7,0.74,1.1,5,0.8,1,1.1,0.9
Cc1ccc(Cn2nnnc2CN2CCC(NC(=O)C(C)(C)C)CC2)cc1,-11,-8,2,1,1,10,1.1,1.1,/,/
CC(C)(C)N=C1NN=C(c2cc3ccccc3o2)CS1,-1,-12,39,0.46,0.6,131,1,1,1.4,1.1
CSc1ccc(CN2CCN(C(=O)c3ccc([N+](=O)[O-])cc3)CC2)cc1,-1,-2,-4,/,1,11,1.1,1,0.9,0.9
CCc1ccc(NC(=S)N(Cc2cccc(Br)c2)CC2CCC(C(=O)O)CC2)cc1 (stereo not given),0,-6,0,1.2,1,17,1.2,1,1,1
CN(C)C(=O)c1cn(-c2ccc(Cl)cc2)c(=O)c2ccccc12,-6,-17,-7,1.2,1.1,11,1,1.1,1.3,1.5
CC(=O)c1cccc(NC(=O)c2oc(C)nc2C)c1,-4,-14,-9,0.93,1.1,-16,0.9,1,1.1,1.1
O=C(O)C1CCCCC1C(=O)NCCCCc1ccccc1 (stereo not given),-8,-12,-6,1.1,1.1,7,1,1.1,1,1.1
COc1ccc(CN2CCN(Cc3cn(C)nc3-c3ccccc3)CC2CCO)c(C)c1C (stereo not given),-2,-5,1,1,1,4,1.2,1,1,0.9
Cc1ccc(S(=O)(=O)N(C(=O)c2ccco2)c2cc3sc(=O)oc3c3ccccc23)cc1,5,-15,-7,0.93,1.1,-5,0.9,1,1.1,1
CCn1c(SCC(=O)Nc2ccc3c(c2)OCO3)nc2ccccc21,-5,-11,-1,1.1,1,1,0.9,1,1,0.9
O=C1CC(SCc2nc3ccccc3[nH]2)C(=O)N1c1cccc(F)c1 (stereo not given),-2,0,-5,1.2,1.1,9,1.1,1,0.9,0.9
CC(C)N1C(=O)CCC1C(=O)N1CCCc2ccccc21 (stereo not given),-7,-8,-10,1.1,1.1,-12,1,1.1,0.9,1
O=C(C(=O)N1CCCc2ccccc21)c1c[nH]c2ccccc12,24,20,4,1.4,1,2,0.9,0.8,1.1,1
O=c1[nH]c2ccccc2n1CCCSCCCn1c(=O)[nH]c2ccccc21,-6,-9,-3,0.53,1,56,1.2,1.1,0.9,0.8
Cc1cc(NC(=O)CN2CC(C)OC(C)C2)n(-c2nc3ccccc3s2)n1 (stereo not given),-4,1,1,1.3,1,-15,1,1,1.1,1
O=C(O)c1ccc2c(=O)n3c(nc2c1)/C(=C/c1cccc(Cl)c1Cl)CCCC3,-5,-20,-5,1.3,1.1,-5,1.1,1,1.1,1.1
O=c1cc(-c2ccccc2[N+](=O)[O-])oc2ccccc12,-4,-4,-6,1,1.1,24,0.9,1,1,1
COc1cccc(-n2c(Cc3cc(=O)[nH]c(=O)[nH]3)nnc2SCC(=O)N2CCCCC2)c1,-5,-15,-8,1.1,1.1,4,1,1.1,1.1,1.1

# A draw from above in order of SMILES length, high to low:
SMILES,TNAP inh hi DEA,TNAP inh noacc,FLuc inhib CS,NF-kB neuron act,FLuc act counter,APP 5'UTR act,bIAP activator,TNAP act hi DEA,PMI act satM6P,PMI activator
Cc1cc(NC(=O)CN2CC(C)OC(C)C2)n(-c2nc3ccccc3s2)n1 (stereo not given),-4,1,1,1.3,1,-15,1,1,1.1,1
O=C(C(=O)N1CCCc2ccccc21)c1c[nH]c2ccccc12,24,20,4,1.4,1,2,0.9,0.8,1.1,1
O=c1cc(-c2ccccc2[N+](=O)[O-])oc2ccccc12,-4,-4,-6,1,1.1,24,0.9,1,1,1
O=C(O)C1CCCCC1C(=O)NCCCCc1ccccc1 (stereo not given),-8,-12,-6,1.1,1.1,7,1,1.1,1,1.1

# (listing goes on)
SMILES,TNAP inh hi DEA,TNAP inh noacc,FLuc inhib CS,NF-kB neuron act,FLuc act counter,APP 5'UTR act,bIAP activator,TNAP act hi DEA,PMI act satM6P,PMI activator
O=C1NC(=O)C2(CCC(C(=O)O)C2)N1 (stereo not given),-4,-13,-5,1.1,1,7,1,1,1.1,1.1
O=C(N1CCCCC1)N1CCN(c2ccc(Cl)cc2)CC1,2,-4,2,1.2,1,15,0.9,1,0.8,0.8
CCN(Cc1ccncc1)Cc1nc(-c2ccc(C(=O)OC)cc2)no1,-4,-3,-7,/,1.1,-4,1.1,1,1,1
C#CCNC(=O)C1=C[C@H](c2ccc(C(F)(F)F)cc2)C[C@H](OCc2ccc(CO)cc2)O1,0,0,0,0.96,1,16,1.2,1,0.7,0.8
Cc1nc(SC2CC(=O)N(c3ccccc3)C2=O)nc2c1CCCC2 (stereo not given),1,-7,-5,1.2,1,5,0.9,1,1,0.9
CC(C)Nc1nc(NC(C)C)nc(N(C)C(N)=O)n1,-2,-11,-7,0.95,1.1,36,0.9,1,0.9,1
CCN1CN(Cc2ccccc2)CNC1=S,-1,7,-10,1,1.1,26,1,1,1.1,1
S=C(NCCc1ccccc1)Nc1ccc(Cl)cc1,-1,-11,-3,1.1,1,25,0.7,1,0.9,0.9
CS(=O)(=O)N(CC(=O)N1CCCCCC1)c1ccc(Br)cc1,0,-12,-6,0.95,1.1,13,1,1,0.9,0.9
O=C(c1ccco1)N1CCN(S(=O)(=O)c2cccs2)CC1,6,-4,0,1,1,11,1,0.9,1.1,1
CCCc1cc(C(=O)N/N=C/c2ccc(CC)s2)c2ccccc2n1,-2,-4,-1,0.86,1,-13,1.1,1,1,1
COc1ccccc1Nc1nc(-c2ccccc2)nc2ccccc12,-6,-6,-6,0.79,1.1,9,1,1.1,1,1
Cc1ccc(CN2CCNC(=O)C2CC(=O)N2CCN(c3ncccn3)CC2)o1 (stereo not given),-1,-6,-2,1.1,1,9,1.1,1,1,1
CC1=CC(C)(C)C(C(=O)O)C(C(=O)O)C1 (stereo not given),-8,-12,-5,1.3,1,40,1,1.1,1,1
COc1ccc(NC(=S)N2CCN(C/C=C/c3ccccc3)CC2)cc1OC,0,-6,-6,1.1,1.1,-8,1,1,1,1
CCCNC(=O)OC[C@H]1O[C@H](CCO/N=C(\C)CCN2CCc3nc(-c4ccccc4)c(-c4ccccc4)cc3C2)C=C[C@@H]1Oc1ccc(OC)cc1,-4,-6,-13,0.51,1.1,15,0.9,1,1.1,1.1
O=C1NC(=Nc2ccccc2)S/C1=C\c1cccn1-c1ccccc1,-4,2,0,0.92,1,5,1,1,1.1,1
Cc1cccc(C)c1NC(=O)CN1CCNCC1,-5,-16,-5,1.1,1,-7,1.1,1.1,1,1
CNC(=O)n1ccc(C(=O)N2CCCCC2)n1,-5,-12,-6,1.1,1.1,18,0.9,1.1,1,1
Cn1c(=O)cc(OCCCC(=O)Nc2ccc3c(c2)OCCO3)c2ccccc21,-5,-15,0,1.1,1,6,1.4,1,1,1.1
COCCCNC(=O)Cn1cc(/C=C(\C#N)C(=O)N2CCN(c3ccccc3)CC2)c2ccccc21,5,-19,2,0.99,1,11,1,0.9,1.1,1.1
Cc1cc(=O)oc2cc3c(cc12)OCCN3,-2,-17,1,1.3,1,2,1.2,1,0.9,1
O=C(O)CCc1nnc(SCC(=O)Nc2ccc(Cl)c(C(F)(F)F)c2)[nH]c1=O,-2,-5,-2,1,1,26,1.1,1,1.1,0.8
CCN(CC)S(=O)(=O)c1ccc(OC)nc1,-2,-9,-4,0.96,1,-10,1,1,0.9,0.9
COCCN(C(=O)CC1C(=O)NCCN1Cc1ccc(-c2ccccc2)cc1)C(C)C (stereo not given),-5,-12,-10,1,1.1,1,1.2,1.1,1,1.2
COc1ccc(CCNc2oc(COc3ccccc3Cl)nc2C#N)cc1OC,-4,-3,-7,0.54,1.1,1,0.9,1,0.9,0.9
COC(=O)C/C(C)=N/Nc1ccc(S(=O)(=O)N2CCCC2)cc1[N+](=O)[O-],2,-8,-3,1.1,1,9,1.1,1,1,0.9
COc1ccc(CCN(Cc2cccs2)S(=O)(=O)c2ccc(S(=O)(=O)N3CCC(C)CC3)cc2)cc1OC,1,-9,-6,1.1,1.1,0,0.8,1,1,1
COc1ccc(NC(=O)C(=O)NCCN2CCN(C(=O)C(c3ccccc3)c3ccccc3)CC2)cc1,0,-2,-6,0.91,1.1,10,1,1,0.9,0.9
COc1ccc(NC(=O)NCc2ccncc2)cc1,-3,-4,-10,1.1,1.1,14,1,1,1,1
CCOc1ccc(S(=O)(=O)n2nnc3ccccc32)cc1C(C)C,-3,-8,-3,1.4,1,8,1,1,0.9,0.9
CCOc1ccc(-c2nnc3ccc(SCC(=O)NCc4ccco4)nn23)cc1,-1,-4,-5,1,1,0,1,1,1.1,1

# Compound profiles, as listed above. Order of values: TNAP inh hi DEA | TNAP inh noacc | FLuc inhib CS | NF-kB neuron act | FLuc act counter | APP 5'UTR act | bIAP activator | TNAP act hi DEA | PMI act satM6P | PMI activator
# CNC(=O)n1ccc(C(=O)N2CCCCC2)n1 across the screens: -5 | -12 | -6 | 1.1 | 1.1 | 18 | 0.9 | 1.1 | 1 | 1
# Cn1c(=O)cc(OCCCC(=O)Nc2ccc3c(c2)OCCO3)c2ccccc21 across the screens: -5 | -15 | 0 | 1.1 | 1 | 6 | 1.4 | 1 | 1 | 1.1
# COCCN(C(=O)CC1C(=O)NCCN1Cc1ccc(-c2ccccc2)cc1)C(C)C (stereo not given) across the screens: -5 | -12 | -10 | 1 | 1.1 | 1 | 1.2 | 1.1 | 1 | 1.2

# High-throughput results from PubChem.

# This is a random part of the collection, and some 3.6% of all compounds hit somewhere here.
